JMJD2A Tudor: qHTS Assay for Inhibitors of JMJD2A-Tudor Domain; Potency, µM (titrated, usually from 114 µM), for the others: at the highest dose activity change, negative = inhibition, actives largely listed as inhibitors; actives 4.4% (n = 390,000); AlphaScreen JMJD2A-Tudor / H3K4me3 peptide binding; also: % is scaled to controls: 0 for no effect and ±100 for the full control effect; nearly all actives have a fitted effect of over 50% in size
PGK inhibitor: qHTS Assay to Find Inhibitors of Phosphoglycerate Kinase | Potency, µM (highest dose often 57.5 µM), for inactives: top-dose activity change, negative = inhibition, actives largely listed as inhibitors | PGK/GAPDH coupled, Kinase-Glo luminescence, 60 min | actives 0.043% (n = 380,000) | Phosphoglycerate kinase, glycosomal (Trypanosoma brucei brucei), P07378; also: % is scaled to controls: 0 for no effect and ±100 for the full control effect; nearly all actives have a fitted effect of over 60% in size
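Luminescent ATP detection (Kinase-Glo Plus) follows a 60-minute room-temperature incubation, with wells lacking PGK as controls. Buffer: 100 mM TEA (pH 7.6), 5 mM MgCl2, 0.01% Tween-20. Coupling enzyme GAPDH (100 nM final) supplies unstable 1,3-BPG in-well.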
GLS inhibitor: qHTS for Inhibitors of Glutaminase (GLS); GLS enzymatic activity, qHTS titration; Potency, µM (series often up to 45.5 µM), inactives show at the highest dose activity change, negative = inhibition, most hits filed as inhibitors; actives 0.21% (n = 410,000); Glutaminase kidney isoform, mitochondrial (Homo sapiens), O94925; also: % is scaled to controls: 0 for no effect and ±100 for the full control effect
Target sequence (O94925 whole entry, looked up, canonical isoform): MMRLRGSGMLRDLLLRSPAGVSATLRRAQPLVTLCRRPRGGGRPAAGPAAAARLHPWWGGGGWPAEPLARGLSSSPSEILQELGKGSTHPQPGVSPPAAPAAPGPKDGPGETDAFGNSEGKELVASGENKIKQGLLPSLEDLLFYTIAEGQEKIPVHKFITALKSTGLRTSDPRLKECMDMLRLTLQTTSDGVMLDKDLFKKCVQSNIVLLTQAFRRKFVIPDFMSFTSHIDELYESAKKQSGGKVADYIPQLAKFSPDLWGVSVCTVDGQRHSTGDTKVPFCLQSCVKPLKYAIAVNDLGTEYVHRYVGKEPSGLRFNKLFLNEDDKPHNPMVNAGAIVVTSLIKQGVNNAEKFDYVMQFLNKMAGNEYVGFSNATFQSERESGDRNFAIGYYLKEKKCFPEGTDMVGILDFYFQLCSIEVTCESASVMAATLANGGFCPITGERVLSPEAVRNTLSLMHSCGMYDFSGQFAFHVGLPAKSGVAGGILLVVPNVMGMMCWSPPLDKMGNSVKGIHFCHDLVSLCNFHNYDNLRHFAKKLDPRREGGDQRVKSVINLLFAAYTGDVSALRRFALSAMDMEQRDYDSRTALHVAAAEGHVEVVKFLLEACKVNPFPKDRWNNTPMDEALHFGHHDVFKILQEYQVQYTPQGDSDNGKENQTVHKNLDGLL
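Glutamate formation by hKGA was monitored fluorometrically using coupled glutamate oxidase, HRP and Amplex Red. Substrate was added as 1 mM L-glutamine solution; incubation was 30 min at RT after an initial read.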
Pin1 inh: qHTS Assay to Find Inhibitors of Pin1; Peptidyl-prolyl cis-trans isomerase NIMA-interacting 1 (Homo sapiens), Q13526; Pin1 FP peptide displacement, HiFluor488, 10 min; Potency, µM (top dose mostly 115 µM), inactives show at the highest dose activity, negative = inhibition, usual class: inhibitors; actives 0.009% (n = 390,000); active = well fitted inhibition curve with a large enough effect in the polarisation, with a control signal flat, not every such curve was filed as active; inconclusive = small, poorly fitted or top-dose-only effect, or effect the other way, or a change in a side signal; inactive = no such curve, though single readings can be large or run the other way; the % refers to the polarisation; also: % is scaled to controls: 0 for no effect and ±100 for the full control effect
BLM helicase inh: qHTS Assay for Inhibitors of Bloom's syndrome helicase (BLM); RecQ-like DNA helicase BLM (Homo sapiens), P54132; recombinant BLM DNA unwinding, fluorescence dequenching; Potency, µM (top dose mostly 56.1 µM), without a hit: top-dose activity change, negative = inhibition, usual class: inhibitors; actives 0.2% (n = 350,000); AID 2528, 2010;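 also: plate controls were vehicle for no effect and no enzyme for full effect; nearly all actives have a fitted effect of over 35% in size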
BAZ2B block: qHTS Assay for Inhibitors of BAZ2B; AlphaScreen BAZ2B-H3K14Ac peptide displacement; Potency, µM (top dose mostly 114 µM), for the others: at the top dose activity change, negative = inhibition, hits mostly inhibitors; actives 4.4% (n = 360,000); AID 504333, 2011; also: % is scaled to controls: 0 for no effect and ±100 for the full control effect; nearly all actives have a fitted effect of over 60% in size
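Protein-peptide AlphaScreen: BAZ2B 50 nM, b-H3K14Ac 50 nM, 1x PBS pH 7.4 + 0.01% Tween-20. Preincubation 30 min RT; cpd 30 min RT (top 110 uM); beads 20 min RT, light-protected.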
HP1b binding inh: HTS for Inhibitors of HP1-beta Chromodomain Interactions with Methylated Histone Tails; AlphaScreen HP1-beta / biotin-H3K9me3 peptide binding; Potency, µM (doses to about 114 µM), inactives show at the highest dose activity change, negative = inhibition, most hits filed as inhibitors; actives 0.56% (n = 390,000); AID 540317, 2011; also: nearly all actives have a fitted effect of over 70% in size; inactives centre near 23
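HP1-beta protein (50 nM final) preincubated 30 min at room temperature with biotinylated H3(1-18)K9me3 peptide (50 nM) in PBS pH 7.4, 0.01% Tween-20, then compound added for 30 min. AlphaScreen streptavidin donor/nickel chelate acceptor beads (10 ug/mL final), 30 min dark, luminescence read.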
G9a inh: qHTS Assay for Inhibitors of Histone Lysine Methyltransferase G9a. Histone-lysine N-methyltransferase EHMT2 (Homo sapiens), Q96KQ7. G9a H3K9 monomethylation, AlphaScreen, 2 h. Potency, µM (titrated, usually from 102 µM), for the others: at the top dose activity, negative = inhibition, hits mostly inhibitors. actives 8.8% (n = 350,000); also: % is scaled to controls: 0 for no effect and ±100 for the full control effect; nearly all actives have a fitted effect of over 75% in size
Target sequence (Q96KQ7 913-1193 limits assumed): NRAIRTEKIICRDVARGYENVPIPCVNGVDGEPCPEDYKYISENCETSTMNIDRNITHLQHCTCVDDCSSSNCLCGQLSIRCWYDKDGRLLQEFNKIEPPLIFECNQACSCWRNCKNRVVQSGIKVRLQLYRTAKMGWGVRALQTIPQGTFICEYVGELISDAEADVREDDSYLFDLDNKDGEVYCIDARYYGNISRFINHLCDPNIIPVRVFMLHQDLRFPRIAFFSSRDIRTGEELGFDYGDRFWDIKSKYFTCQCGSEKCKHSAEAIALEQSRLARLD
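G9a (20 nM) preincubated 15 min RT with compounds, then 500 nM biotinylated H3K9 peptide and 20 uM SAM added; 2 h RT reaction. Monomethyl-H3K9 product detected by AlphaScreen with anti-H3K9me1 antibody, streptavidin donor and anti-rabbit IgG acceptor beads.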
Pol iota inh: qHTS for Inhibitors of Polymerase Iota. Potency, µM (highest dose often 115 µM), for the others: top-dose activity, negative = inhibition, usual class: inhibitors. DNA polymerase iota (Homo sapiens), Q9UNA4. AID 588590, 2011. actives 1% (n = 390,000). Pol iota fluorescent replication assay, 10 min
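Pol iota at 10 nM preincubated 15 min with compounds at room temperature; reaction started with fluorescent substrate, 50 nM final. Fluorescence read kinetically at 0 and 10 min; buffer-only wells as negative control.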
Starred values were filed as active, the others as inactive; i = inactive; ? = inconclusive; . = not tested or not shown; [ ] = dose if it differs, or a comment. Unless noted, calls follow the shape of the dose curve; as a rule, active = well fitted curve in the direction sought with a large enough effect; inconclusive = small, poorly fitted or top-dose-only effect, or another doubt; inactive = no such curve, though single readings can be large; an effect the other way counts as inactive or inconclusive. Potency is read from the fitted curve at half-maximal effect. This is a subset; count on the stated rates, not on these rows.

The opening 10 entries as a preview:
Results follow in this order: JMJD2A Tudor | BLM helicase inh | PGK inhibitor | HP1b binding inh | GLS inhibitor | Pol iota inh | BAZ2B block | Pin1 inh | G9a inh
COc1ccc(NC(=O)c2ccccn2)cc1OC
    -16% | -10% | . | 32% | -5% | 15% | -28% | 4% | ?
Cc1nc2ccccc2c(-c2ccccc2)c1C(=O)c1ccccc1
    -15% | -10% | i | 13% | -12% | -5% | 6% | 8% | 1%[59 µM]
CC(C)CC(=O)Nc1ccc(C(=O)CN2CCN(c3ccc(O)cc3)CC2)cc1
    ? | -5% | ? | -33% | 31%[activator] | -3% | 50µM* | -10% | 5µM*
CCOCC(=O)Nc1ccc(OCc2ccccc2)cc1
    2% | -2% | -3% | 49%[activator] | -8% | 36%[activator] | -23% | -7% | -33%
CC(=O)Nc1ccc(-c2csc(NC(C)c3ccccc3)n2)cc1 (stereo not given)
    -22% | -6% | i | -8% | 0% | -1% | ? | 8% | ?
O=C(c1ccc2c(c1)OCCO2)N1CCN(c2ccccn2)CC1
    -13% | -1% | -1% | 25% | 2% | 6% | -24% | 2% | 20%
CC(=O)Nc1cccn(Cc2c(Cl)cccc2Cl)c1=O
    -19%[11.4 µM] | 1% | -7% | -8% | 13% | 95%[activator] | -20% | 0% | -11%
C=CC[C@H](CC(=O)NCCO)C(=O)N[C@@H](COC(=O)[C@H](CC=C)CC(=O)OC(C)(C)C)Cc1ccccc1
    1% | . | i | 57%[activator] | -2% | -5% | . | -10% | .
CCCc1cc(C(=O)Nc2c(C)nn(Cc3ccc(C)cc3)c2C)no1
    1% | -4% | 6% | 37% | -9% | 40%[activator] | 1% | 5% | -4%[59 µM]
N#Cc1ccc2[nH]cc(CCO)c2c1
    -9% | -2% | i | 36% | -5% | 11% | -7% | 4% | .

Main list (from the top)
Results follow in this order: JMJD2A Tudor | BLM helicase inh | PGK inhibitor | HP1b binding inh | GLS inhibitor | Pol iota inh | BAZ2B block | Pin1 inh | G9a inh
COc1ccc(NC(=O)c2ccccn2)cc1OC
    -16% | -10% | . | 32% | -5% | 15% | -28% | 4% | ?
Cc1nc2ccccc2c(-c2ccccc2)c1C(=O)c1ccccc1
    -15% | -10% | i | 13% | -12% | -5% | 6% | 8% | 1%[59 µM]
CC(C)CC(=O)Nc1ccc(C(=O)CN2CCN(c3ccc(O)cc3)CC2)cc1
    ? | -5% | ? | -33% | 31%[activator] | -3% | 50µM* | -10% | 5µM*
CCOCC(=O)Nc1ccc(OCc2ccccc2)cc1
    2% | -2% | -3% | 49%[activator] | -8% | 36%[activator] | -23% | -7% | -33%
CC(=O)Nc1ccc(-c2csc(NC(C)c3ccccc3)n2)cc1 (stereo not given)
    -22% | -6% | i | -8% | 0% | -1% | ? | 8% | ?
O=C(c1ccc2c(c1)OCCO2)N1CCN(c2ccccn2)CC1
    -13% | -1% | -1% | 25% | 2% | 6% | -24% | 2% | 20%
CC(=O)Nc1cccn(Cc2c(Cl)cccc2Cl)c1=O
    -19%[11.4 µM] | 1% | -7% | -8% | 13% | 95%[activator] | -20% | 0% | -11%
C=CC[C@H](CC(=O)NCCO)C(=O)N[C@@H](COC(=O)[C@H](CC=C)CC(=O)OC(C)(C)C)Cc1ccccc1
    1% | . | i | 57%[activator] | -2% | -5% | . | -10% | .
CCCc1cc(C(=O)Nc2c(C)nn(Cc3ccc(C)cc3)c2C)no1
    1% | -4% | 6% | 37% | -9% | 40%[activator] | 1% | 5% | -4%[59 µM]
N#Cc1ccc2[nH]cc(CCO)c2c1
    -9% | -2% | i | 36% | -5% | 11% | -7% | 4% | .
CCCN1C(=O)c2[nH]nc(-c3cccc(OC)c3)c2C1c1ccccn1 (stereo not given)
    -7% | 1% | i | 23% | 3% | 16% | -6% | 2% | -36%[59 µM]
O=C(CNc1ccc2ccccc2c1)N/N=C/c1ccc(C(=O)O)cc1
    -19% | 0% | 3% | 21% | 11% | ? | ? | ? | ?
CCN1CCN(c2c(S(=O)(=O)c3ccc(OC)cc3)cnc3cc(OC)c(OC)cc23)CC1
    -4% | 29% | -3% | 15% | 4% | 22% | -15% | 5% | -27%[59 µM]
CCN(CC)C(=O)Cn1c(=O)n(-c2ccc(C)c(C)c2)c(=O)c2c(C)c(C(=O)N(CC)CC)sc21
    -21% | 1% | -3% | 8% | -1% | 0% | 3% | 2% | 18%[59 µM]
COC(=O)[C@]1(Cc2ccccc2)N[C@H](CN(C)C(C)=O)[C@@H]2C(=O)N(Cc3ccccc3)C(=O)[C@@H]21
    -6% | . | -11% | 43%[activator] | -3% | -25% | . | -4% | .
COc1ccc(CNCCS(=O)(=O)NN2CCOCC2)cc1
    -23% | . | -6% | 36% | 12% | 16% | . | -2% | .
CC(=O)N=c1cccc(NC(C)=O)n1O
    -14% | 2% | -2% | 18% | 21% | -5% | -4% | -5% | 26%[59 µM]
COc1ccc(CCNc2cn[nH]c(=O)c2Cl)cc1OC
    3% | -2% | 5% | 47%[activator] | 8% | 11% | -16% | -6% | 15%
COc1ccccc1OCC(=O)NNC(=O)c1ccc(F)c(S(=O)(=O)N2CCOCC2)c1
    ? | . | i | 35% | 7% | 1% | . | 0% | .
C=CCn1c(SCC(=O)Nc2cccc(C)c2)nnc1-c1cnccn1
    -10% | -6% | 0% | 16% | -4% | 20% | . | -13% | 2%[59 µM]
Cc1ccc(Oc2nc3c(c(=O)n(Cc4ccccc4)c(=O)n3C)n2C)cc1C
    -31% | -10% | -9% | 0% | -20% | -11% | ? | 16% | ?
COc1ccc(OCCCCN(C)Cc2ccccc2)cc1
    20µM* | -2% | -3% | ? | 2% | ? | 71µM* | -8% | ?
COc1ccc(NC(=O)O/N=C/c2ccccc2Cl)cc1
    -5% | -1% | -9% | 40%[activator] | 10% | 24% | -6% | -9% | .
COc1ccc2c(Cl)c(C(=O)N/N=C/c3cccnc3)sc2c1
    -25% | -8% | i | 50%[activator] | 9% | 2% | -16% | 76%[activator] | 14%
[N-]=[N+]=CC(=O)CC(c1ccccc1)N1C(=O)c2ccccc2C1=O (stereo not given)
    50µM* | -8% | -6% | 17% | 7% | 19% | 32µM* | -5% | ?
CN(C)/C=N/C(=S)Nc1ccccc1Cl
    -10% | -1% | -3% | 16% | -2% | 51%[activator] | 13% | -2% | ?
Cc1csc(=O)n1CCC(=O)OCc1nnc(-c2ccccc2Cl)o1
    -14% | . | 7% | 15% | -4% | 25% | . | -1% | .
CCOc1ccc(NCc2cccn2-c2nnc(N3CCC(C(=O)NCc4ccccc4Cl)CC3)s2)cc1
    -24% | -6% | . | 24% | 3% | 0% | -19% | 4% | ?
CCOc1cc(/C=N\NC(=O)c2ccc(NC(=O)C(C)(C)C)cc2)ccc1OC(=O)c1cccc(C)c1
    -4% | -2% | 5% | 23% | 0% | 9% | 1% | 0% | 10%[59 µM]
CC(NC(=O)COC(=O)c1ccc2ccccc2n1)c1ccccc1 (stereo not given)
    -14% | . | i | 17% | -5% | 110%[activator] | . | -5% | .
COc1ccc(C(=O)Nc2ccc(NC(=O)C3CCCCC3)nc2)cc1
    -4% | -2% | i | 32% | -2% | 19% | -21% | -7% | -9%
CN(C)S(=O)(=O)c1ccc(C(=O)NC(=O)CSc2nncs2)cc1
    -5% | . | -3% | 38% | -1% | -8% | . | -7% | .
CCCN1CCN(S(=O)(=O)c2ccc3c(c2)NC(=O)C(C)S3)CC1 (stereo not given)
    2% | -1% | -8% | 34% | -4% | -17% | -15% | -8% | -14%
Clc1ccc(N2CCN(c3nc4nonc4nc3N3CCSCC3)CC2)nc1
    -18% | 1% | -9% | 4%[57 µM] | -4% | 48%[activator] | -25% | 25% | -9%
CCN(C(=O)c1cccc(S(=O)(=O)N2CCCCC2)c1)C1CCS(=O)(=O)C1 (stereo not given)
    0% | . | -1% | 12% | -14% | 18% | -5% | -8% | -3%[12.7 µM]
Cn1ncc(Cl)c1C(=O)NCC1CCCO1 (stereo not given)
    -7% | 1% | -8% | 14% | -3% | -2% | -3% | -4% | .
O=C(COc1cccc2cccnc12)N/N=C/c1ccc(O)cc1
    -20% | 1% | i | -14% | -6% | 54%[activator] | -17% | -5% | -5%
CC(=O)Nc1nnc(SCC(=O)c2ccc(F)cc2)s1
    -4% | -1% | -5% | 29% | -12% | 5% | -6% | -10% | 3%[12.7 µM]
Cc1ccc(Cl)cc1N1CCN(C(=O)c2cn(C)c3ccc(S(=O)(=O)N4CCC(C)CC4)cc3c2=O)CC1
    -4% | -2% | -11% | 35% | -3% | 23% | . | 15% | 9%[59 µM]
O=C(CN1C(=O)NC2(CCCC2)C1=O)N1CCN(c2ccc(C(F)(F)F)cc2[N+](=O)[O-])CC1
    -9% | . | 2% | 26% | 2% | 0% | . | 0% | .
CCc1c(C)nc(SCCOc2ccc(OC)cc2)[nH]c1=O
    -12% | 2% | -2% | 24% | 3% | 23% | 3% | -2% | -13%
CC1CCN(CCCNC(=O)C2CCC(=O)N2C2CCCC2)CC1 (stereo not given)
    -6% | 4% | -4% | 37% | -9% | 18% | -9% | -10% | -32%[0.0925 µM]
CN1C(=O)/C(=C/c2ccc(OCc3ccccc3F)cc2)NC1=S
    -10% | 0% | -2% | 41%[activator] | -3% | 3% | 8% | -3% | 19%
